Assay outcomes as filed in PubChem BioAssay.
Statin myotox sup = suppression of simvastatin myotoxicity | C2C12 myotubes + simvastatin, ATP luminescence, 48 h; scaled: DMSO 0, geranylgeraniol control 100 | rescue of ATP level, % at 7.49 µM | hit rate 0.78% among 330,000 | AID 602340;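 active = mean ATP rescue above about 67%, or every replicate alone reaching that limit, limit read from the data, passing the limit was not always enough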;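 also: myotubes were challenged with 10 µM simvastatin during compound exposure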
PAX8 inh HTS = PAX8 transcriptional activity inhibition. inhibition, % at 12.6 µM. AID 652154. RMG-I TPO-luciferase reporter, SteadyGlo, 24 h. hit rate 1.2% among 360,000;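 active = mean replicate inhibition at least 60% with every replicate also reaching 60%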;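 also: luciferase light reporting Pax8 driven TPO promoter activity; plate controls were median of neutral control wells for no effect and mitoxantrone controls for full effect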
LGR2 antag = blocks bursicon-induced cAMP signaling via Drosophila LGR2; HEK293 LGR2, CRE-luciferase, bursicon-stimulated, 4 h; inhibition, % at 9.99 µM; hit rate 0.35% among 380,000; AID 720647;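 active = drop in luminescence signal, shown as inhibition above about 50% in the replicate tests, limit read from the data, passing the limit was not always enough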;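 also: agonist challenge used bursicon conditioned medium at about half maximal strength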
PglD inh = inhibitors of Campylobacter jejuni PglD acetyltransferase. inhibition, % at 12.5 µM. hit rate 0.098% among 360,000. purified PglD enzyme, DTNB colorimetric CoA detection; in the data active = inhibition above about 16%, passing the limit was not always enough; also: strong numbers were not always called active
ARNT-TACC3 inh = disrupts binding between human ARNT and TACC3. inhibition, % at 9.99 µM. hit rate 0.66% among 390,000. Q9Y6A5. AlphaScreen His-ARNT PAS-B/GST-TACC3 binding, luminescence; TACC3 fragment carries E629A point mutation;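 active = mean inhibition of replicates at least 50% and at least half of replicates each reaching 50%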;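 also: 0% = complete ARNT plus TACC3 wells and 100% = ARNT alone without TACC3; many hits fall short of the cut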
INS-1E GSIS act = primary screen for activators of insulin secretion dependent on glucose, INS-1E cells, GLuc reporter luminescence; INS-1E GLuc reporter insulin secretion, 2-3 h; activation, % at 16.6 µM; hit rate 0.61% among 370,000;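 active = lowest replicate activation of at least 40%, so every replicate reaches that level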;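 also: 0% = median of neutral control wells and 100% = median of IBMX positive control wells; some compounds called inactive have numbers as strong as hits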
PGC1a acetyl inh = modulators of PGC1a acetylation; U2OS PGC1a acetylation, AlphaScreen anti-acetyl-lysine; with virally co-expressed GCN5 acetyltransferase; inhibition, % at 15.6 µM; hit rate 0.17% among 350,000; AID 651687;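 active = every replicate shows inhibition of at least 40%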;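 also: 0% = neutral control wells and 100% = positive control wells; some results beyond the cut were filed as inactive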
Cneo AK release = Cryptococcus neoformans lysis via adenylate kinase release. C. neoformans lysis, adenylate kinase release luminescence, 4 h; normalised: neutral wells 0, clomiphene wells 100. lysis activity, % at 15 µM. hit rate 0.2% among 360,000. AID 651654;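 active = mean lysis activity across replicates of at least 80%, whatever share of replicates individually reach that level; inactive = mean lysis activity below 80%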
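Assay system: C. neoformans cells. Amount: yeast cell density of 5 × 10^6 cells/mL. Technique: AK luminescence. Buffer or medium: YPD. Times: static 4 h at 37 °C with compound, 1 h detection. Dosing: single-point compound dose. Read-out: lysis from increased AK signal.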
* hit, by the source's call; . = no result given; & = joins results of further samples.

SMILES	Statin myotox sup	PAX8 inh HTS	LGR2 antag	PglD inh	ARNT-TACC3 inh	INS-1E GSIS act	PGC1a acetyl inh	Cneo AK release
O=C(CSc1nc2ccccc2s1)NCc1cc([N+](=O)[O-])ccc1O	6	-9	-9	-7	9	.	-3	-19
COc1ccc2c3c(n(C)c2c1)[C@H](CO)N(Cc1ccccc1Cl)CC31CN(C(=O)CN(C)C)C1	.	-14	-6	.	.	11	-10	.
CC(C)[C@H](NC(=O)c1ccc(F)cc1)C(=O)NC1=NCCS1	.	-3	11	.	-5	-7	2	.
C/C(=N\OC(=O)c1ccc(C)cc1)c1sc(C)nc1C	11	.	.	4	6	.	2	-23
COc1ccccc1N1CCN(CCCOc2ccc(F)cc2)CC1	12	.	.	-7	-3	.	5	1
O=C(N[C@@H]1CC[C@@H](CCNS(=O)(=O)Cc2ccccc2)O[C@@H]1CO)c1cnccn1	-1	4	-7	10	-4	-7	3	-1
O=C(NCc1ccco1)c1ccc(Cn2c(=O)c3ccccc3n(Cc3ccc(Cl)cc3)c2=O)cc1	-4	.	.	-3	4	.	-88	-2
C[C@@H]1CN([C@@H](C)CO)C(=O)c2cc(NC(=O)Nc3ccc(F)cc3)ccc2O[C@@H]1CN(C)S(=O)(=O)c1ccccc1	-50	19	-4	12	-12	-12	8	7
OCCCn1c(-c2ccccc2)csc1=Nc1ccccc1	-12	6	-33	9	29	3	.	-1
COCCNC(=O)C[C@@H]1CC[C@@H]2[C@H](COC[C@@H](O)CN2C(=O)Nc2ccc3c(c2)OCO3)O1	8	-19	9	-4	-4	12	11	-1
COc1ccc(CNC(=O)CN(c2cccc([N+](=O)[O-])c2)S(C)(=O)=O)cc1	-4	1	.	3	-49	.	4	3
O=[N+]([O-])c1cccc(-c2ccc(C(=S)N3CCN(c4ccc(F)cc4)CC3)o2)c1	0	10	4	-4	.	23	0	0
CC(=O)NC1CC2CCCC(C1)N2C(=O)Nc1ccc(Cl)cc1 (stereo not drawn)	-6	0	-18	0	.	.	.	2
Cn1nc(C(F)(F)F)c(/C=N/OC(=O)c2ccc(Cl)cc2)c1Cl	5	4	.	-3	-4	.	1	-1
CS(=O)(=O)Cc1cc(Sc2ccccc2)nc(-c2ccncc2)n1	-13	20	-7	-1	-2	36	-13	-1
O=C(COC(=O)c1cc[n+]([O-])cc1)NC(=O)c1ccc(OC(F)F)cc1	-4	1	0	4	17	-4	3	0
O=C(C[C@H]1CC[C@@H]2NC[C@H](O)COC[C@H]2O1)Nc1nccs1	-29	0	.	-6	-8	9	0	1
C[C@@]12C(=O)Nc3ccccc3C(=O)N1[C@H]1c3cc(Br)ccc3OC[C@@H]1[C@@H]2c1ccccc1	-14	20	8	0	-1	1	-3	7
C[C@@H]1CN([C@H](C)CO)S(=O)(=O)c2ccc(C#Cc3ccc(F)cc3)cc2O[C@@H]1CN(C)S(=O)(=O)c1cn(C)cn1	13	6	9	0	2	0	5	-3
N#CCC1c2ccccc2CCN1C(=O)Nc1cccc(Cl)c1 (stereo not drawn)	39	.	-10	2	-6	-31	7	-1
COC(=O)C(CC#Cc1ccc2c(c1)[C@]1(C(=O)N2)[C@H](c2ccccc2OCCO)N2[C@H](c3ccccc3)[C@H](c3ccccc3)OC(=O)[C@H]2[C@@H]1C(=O)N1CCCCCCC1)C(=O)OC	.	14	.	-1	-17	.	2	0
Cc1ccc(S(=O)(=O)Nc2ccc3c(c2)C(=O)N([C@H](C)CO)C[C@@H](C)[C@H](CN(C)Cc2ccncc2)OCCCC[C@H](C)O3)cc1	.	6	2	.	.	-20	3	.
Cc1cc(N2CCCC2)nc2ccc(NC(=S)NCCCN3CCC(C)CC3)cc12	.	2	12	.	10	18	.	.
COC(=O)CSc1cc(C)nc(SC)n1	8	.	.	-6	-6	.	.	-2
C[C@H]1CN([C@@H](C)CO)C(=O)Cc2cc(NC(=O)CCCN(C)C)ccc2O[C@H]1CN(C)CC1CCCCC1	-22	23	8	0	-2	15	-12	53

(continued)
SMILES	Statin myotox sup	PAX8 inh HTS	LGR2 antag	PglD inh	ARNT-TACC3 inh	INS-1E GSIS act	PGC1a acetyl inh	Cneo AK release
CCCSc1nnc(NC(=O)Nc2ccccc2OC)s1	-4	-59	-53	.	0	.	-5	.
CCOC(=O)c1cccc(N2C(=O)C3C4C=CC(CC4)C3C2=O)c1 (stereo not drawn)	5	-9	6	-3	2	14	.	2
C=CCn1c(COc2cccc(C)c2C)nnc1SCC(=O)N1CCN(c2ccccc2)CC1	.	0	28	.	24	-46	.	.
CCCC#Cc1ccc([C@@H]2[C@H](C#N)N(C(=O)CN3CCOCC3)[C@H]2CO)cc1	-25	-10	-12	2	-6	-1	10	-5
COCCN1CCN(C(=O)c2cc(COc3ccc(F)c(F)c3)on2)CC1	4	-25	0	1	3	1	.	-5
COc1ccc(CCNC(=O)c2nc(-c3cccs3)no2)cc1OC	.	5	10	.	-3	-3	.	.
COCC(=O)Nc1ccc2c(c1)OC[C@@H](C)N(C(=O)NC(C)C)C[C@H](C)[C@@H](OC)CN(C)C2=O	4	-10	8	.	.	3	.	.
COC(=O)c1ccccc1NC(=O)Nc1cc(C)ccn1	3	-25	-13	.	-1	0	4	.
COc1ccc(CCNC(=O)CC(=O)NCCc2ccc(OC)cc2)cc1	2	-2	-2	5	-7	0	1	1
COc1ccc(-c2cn3nc(C)c(C)nc3n2)cc1OC	-10	-118	-22	4	4	8	-13	0
O=C(CN1C(=O)NC2(CCc3ccccc32)C1=O)NCc1cccc(C(F)(F)F)c1 (stereo not drawn)	14	14	3	-3	-5	-24	-4	3
CC(C)CN(C(=O)C1CSC2(C)CCC(=O)N12)c1c(N)n(Cc2ccccc2)c(=O)[nH]c1=O (stereo not drawn)	7	3	-2	-4	-7	10	2	-2
CCOC(=O)Cn1c2[n+](c3ccccc31)CC(O)CS2 (stereo not drawn)	19	.	7	-3	-2	47	0	-1
CC1(Cc2cccc(F)c2)C(=O)Nc2ccc(OC(F)(F)F)cc21 (stereo not drawn)	4	36	8	-6	.	-18	.	0
Cc1ccc(C(=O)OCC(=O)NC(=O)NCc2ccccc2)cc1C	15	-19	-2	0	-3	1	4	1
Cc1cc(NCC2CCCO2)n2c(nc3ccccc32)c1C#N (stereo not drawn)	.	24	.	2	-9	.	2	0
COc1ccc(NC(=O)COC(=O)Cn2cnc3ccccc3c2=O)c(OC)c1	3	0	-12	0	-2	43	-5	1
N#CCSc1nnc(Cc2ccc3c(c2)OCO3)o1	9	-3	.	-2	-5	.	4	4
COCC(=O)N1C[C@@H](C)[C@@H](OC)CN(C)C(=O)c2ccc(NS(C)(=O)=O)cc2OC[C@H]1C	3	-7	2	-1	-3	8	3	0
O=C(NCCN1C(=O)S/C(=C/c2cccnc2)C1=O)C1CC(=O)N(Cc2ccccc2)C1 (stereo not drawn)	.	5	-17	.	7	-16	.	.
Cn1nc(C(=O)Nc2cccnc2)c2ccccc2c1=O	7	-2	.	2	46*	.	13	-3
C[C@H]1CN([C@@H](C)CO)C(=O)CCCn2nncc2CO[C@@H]1CN(C)C(=O)Nc1ccnc(N2CCOCC2)c1	3&-9	-5&-11	-19	5&1	0	-2&5	4&3	2&0
C#CCOCCOCCOCCNc1nc(N2CCN(C(=O)Cn3cc(CC(C)O)nn3)CC2)nc(N2CCN(C(=O)Cn3cc(CC(C)O)nn3)CC2)n1 (stereo not drawn)	3	3	12	1	1	13	9	-2
COCc1ccc(C(=O)NC2CCCN(Cc3ccccc3F)C2)o1 (stereo not drawn)	1	.	-19	3	0	.	.	-1
CCC(/C=N/NC(=O)C(N)=O)CC	3	-10	0	-3	11	13	-9	0

(next part)
SMILES	Statin myotox sup	PAX8 inh HTS	LGR2 antag	PglD inh	ARNT-TACC3 inh	INS-1E GSIS act	PGC1a acetyl inh	Cneo AK release
C[C@@H]1CN([C@H](C)CO)C(=O)c2cc(N(C)C)ccc2O[C@H]1CN(C)Cc1ccc(Oc2ccccc2)cc1	-13	16	5	-4	16	-24	-13	-5
O=C(c1cccnc1)N1N=C(C2CC2)CC1(O)C(F)(F)F (stereo not drawn)	6	2	6	18	-15	7	7	-1
O=C(COC(=O)C1(c2ccccc2F)CCCC1)N1CCOCC1	9	.	.	-3	-4	.	-2	-1
COc1cc(C(CCN2CCOCC2)c2c(OC)cc(OC)c3c2OC(=O)CC3c2ccc(N(C)C)cc2)cc(OC)c1OC (stereo not drawn)	-4	7	-4	4	8	-29	-3	0
O=C1Nc2ccccc2/C1=N\N=C\c1ccc(O)c(O)c1	.	-19	-8	0	17	-10	-2	-1
Cn1c(CNc2nc3ccccc3n2C)nc2ccccc21	.	-102	.	-3	-6	.	.	9
COC(=O)c1ccccc1NC(=O)CN(C)S(=O)(=O)c1ccc(OC)cc1	-1	.	-14	-2	4	-5	4	-1
Cn1cccc1C1CCCN1CC(=O)Nc1c(Cl)cc(Cl)cc1Cl (stereo not drawn)	-5	-22	-7	1	4	2	17	0
CCOC(=O)C1=C[C@@H](c2ccccc2)N(S(=O)(=O)c2ccc(C)cc2)[C@H]1c1ccccc1Cl	-2	6	-7	-2	.	-4	-12	-1
O=C(COc1ccc(C(=O)O)cc1)Nc1cccc(C(F)(F)F)c1	-8	0	7	.	-1	14	11	.
CCC(=O)N1CCCCN2[C@@H](CO)[C@@H](c3ccc(-c4ccc(F)cc4)cc3)[C@@H]2C1	-17	-17	5	9	0	-16	-3	-10
COCCCNc1nccn2ccnc12	3	1	0	-1	.	-2	1	5
CN1C(=O)c2cc(NC(=O)Cc3ccccc3)ccc2OC[C@H]2O[C@@H](CC(=O)O)CC[C@H]21	10	-12	-7	1	-7	3	1	2
COc1ccc(-c2ccc([C@@H]3[C@@H](C#N)N(C(=O)c4cccnc4)[C@H]3CO)cc2)cc1	6	-9	-10	-2	-27	1	6	0
O=C(N[C@@H](Cc1ccccc1)C(=O)N1CCC2(CC1)NCCc1[nH]cnc12)c1cccc(F)c1	-1	10	7	-1	-3	0	-4	-1
Cc1ccc(S(=O)(=O)Nc2ccc3c(c2)CC(=O)N([C@@H](C)CO)C[C@H](C)[C@@H](CN(C)S(=O)(=O)c2c(C)noc2C)O3)cc1	1	-20	6	2	4	0	-10	-2
C[C@@H]1CN([C@@H](C)CO)S(=O)(=O)c2ccc(Br)cc2O[C@@H]1CN(C)Cc1ccc2c(c1)OCO2	-11	8&-10	12&-11	-4	18	-37&-4	-2	-2
C[C@@H]1CN([C@@H](C)CO)S(=O)(=O)c2ccc(C3=CCCCC3)cc2O[C@@H]1CN(C)CC1CC1	-49	.	4	.	.	-4	-20	.
O=C(CN1CCN(C(=O)c2ccccc2)CC1)Nc1cccc(S(=O)(=O)N2CCCC2)c1	.	14	26	.	0	4	.	.
Cc1cc(=O)n2nc(N3CCCC(C(=O)NCCCN4CCc5ccccc5C4)C3)sc2n1 (stereo not drawn)	.	.	.	1	-2	.	2	0
O=S(=O)(c1ccc(Cl)nc1)N1CCN(Cc2ccc3c(c2)OCO3)CC1	31	.	.	2	-3	.	4	-2

Two of these compounds in a different format.
Below each compound: Statin myotox sup, PAX8 inh HTS, LGR2 antag, PglD inh, ARNT-TACC3 inh, INS-1E GSIS act, PGC1a acetyl inh, Cneo AK release
- Cn1cccc1C1CCCN1CC(=O)Nc1c(Cl)cc(Cl)cc1Cl (stereo not drawn)
  -5, -22, -7, 1, 4, 2, 17, 0
- CCOC(=O)C1=C[C@@H](c2ccccc2)N(S(=O)(=O)c2ccc(C)cc2)[C@H]1c1ccccc1Cl
  -2, 6, -7, -2, ., -4, -12, -1

Compounds were not picked by outcome; 2.9% or so of the library scored in one or more.
